LANA DNA inh: inhibitors of KSHV C-LANA binding to DNA, primary screen, biochemical, fluorescence polarization, FAM-LBS DNA, MBP-C-LANA, single point. AID 504423, 2011. inhibition, % at 9 µM. 340,000 compounds, 0.078% hits. Kaposi's sarcoma herpesvirus LANA C-terminal domain (residues 932-1162) DNA binding;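 active means highest replicate inhibition at or above 60% at 9 µM, even if other replicates fall short; inactive means all replicates below 60% inhibition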;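 further: 0% = neutral control wells and 100% = 4 µM acridine orange control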
Cardiac RTF inh: cardiac RTF calcium sensitivity inhibitors, primary screen, biochemical, IANBD-TnC fluorescence, EC70 calcium; 340,000 compounds, 0.12% hits; inhibition, % at 7.15 µM; Troponin I, cardiac muscle (Homo sapiens) + Troponin T, cardiac muscle (Homo sapiens) + …; IANBD-labeled cardiac RTF, Ca2+ fluorescence;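 active means inhibition above the mean inhibition of all tested compounds plus 3 SD, cut at about 17% in these data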;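 further: assay run at fixed EC70 calcium of 1.6 mM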
NSD2 HMT inh: NSD2 histone methyltransferase inhibitors, primary screen, biochemical, AlphaScreen, single concentration, set 2. inhibition, % at 12.5 µM. NSD2 peptide methylation, 120 min. 310,000 compounds, 0.54% hits. AID 743445, 2014. Histone-lysine N-methyltransferase NSD2 (Homo sapiens), O96028; in the data active means inhibition above about 50%
Keap1 Nrf2 FP: Keap1-Nrf2 protein-protein interaction inhibitors, primary screen, biochemical, fluorescence polarization, single point | Kelch-like ECH-associated protein 1 (Homo sapiens), Q14145 | Keap1 Kelch-Nrf2 peptide fluorescence polarization, 1536-well | inhibition, % at 9.4 µM | 340,000 compounds, 0.15% hits; in the data active means inhibition above about 12%;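 further: human Keap1 Kelch domain with fluorescein labeled Nrf2 9mer peptide probe; 0% = neutral control wells and 100% = peptide positive control; higher means more block of Keap1 binding to Nrf2 peptide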
V-ATPase pH: regulators of yeast V-ATPase proton pumping, primary screen, pHLuorin cytosolic pH fluorescence; S. cerevisiae; response, % at 10 µM; 350,000 compounds, 0.37% hits; in the data active means response mostly above about 7.3%, no sharp cut-off; inactive means mostly below about 5.4%; further: actives read high; inactives centre near 0; some compounds called inactive have numbers as strong as hits
CAL PDZ FP-1: CAL PDZ peptide-binding inhibitors, primary screen, biochemical, fluorescence polarization, Cer-tagged CAL PDZ, HTS. Golgi-associated PDZ and coiled-coil motif-containing protein (Homo sapiens), Q9HD26. purified CAL PDZ, TMR-peptide fluorescence polarization, 1 h. inhibition, % at 20 µM. 330,000 compounds, 0.02% hits. AID 504414, 2011;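 active means highest replicate inhibition of at least 40%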;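 further: plate controls were DMSO neutral control wells for no effect and unlabeled competitor peptide control wells for full effect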
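Read-out basis: mP drop reported as inhibition | Assay system: Tagged CAL PDZ protein CerCALP, purified | Benchmarks: Unlabelled peptide for full inhibition, DMSO wells as neutral | Schedule: 1 h incubation at room temperature before polarization reading | Buffer or medium: Sodium phosphate/NaCl buffer pH 7.4 with TCEP, IgG, Thesit | Doses: Single point, 20 µM | Measured by: Fluorescence polarization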
Arr AP2 block: inhibitors of beta-arrestin/AP2 binding, primary screen, biochemical, GPCR trafficking, flow cytometry. AID 504490, 2011. beta-arrestin 1 C-terminal peptide binding to AP2 beta2-adaptin appendage (human). FITC-arrestin peptide / GST-AP2 beads; AP2 beta2 appendage carries R879A mutation. inhibition, % at 10 µM. 340,000 compounds, 0.31% hits;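 active means inhibition above a set limit, near 3 SD of compounds lacking own fluorescence, cut at about 54% in these data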;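 further: plate controls were DMSO wells for no effect and 5 µM unlabelled arrestin peptide for full effect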
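test system = AP2 appendage R879A on GSH beads | buffer or medium = PBS plus Tween 20 (0.05%) and BSA (0.1%) | incubation = 12 min plus 1 h, RT | detection = bead flow cytometry, FITC channel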
CAL PDZ FP-2: untagged CAL PDZ binding inhibitors, primary screen, biochemical, fluorescence polarization, HTS. Golgi-associated PDZ and coiled-coil motif-containing protein (Homo sapiens), Q9HD26. purified CAL PDZ, TMR-peptide fluorescence polarization, 1 h. inhibition, % at 24.9 µM. 300,000 compounds, 0.92% hits. AID 602252, 2012;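 active means mean inhibition of at least 30% with at least half of replicates also reaching 30%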;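 further: 0% = DMSO neutral control and 100% = excess unlabeled competitor peptide PRC23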
DAGLB inh: DAGLB lipase inhibitors, primary screen, biochemical, fluorescence, HTS | Diacylglycerol lipase-beta (Homo sapiens), Q8NCG7 | 340,000 compounds, 0.059% hits | HEK293T DAGLB membrane lysate, EnzChek fluorogenic substrate | inhibition, % at 5.17 µM; in the data active means inhibition above about 34%;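 further: 0% = enzyme with vehicle and 100% = wells lacking enzyme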
Target sequence (Q8NCG7 whole entry, looked up): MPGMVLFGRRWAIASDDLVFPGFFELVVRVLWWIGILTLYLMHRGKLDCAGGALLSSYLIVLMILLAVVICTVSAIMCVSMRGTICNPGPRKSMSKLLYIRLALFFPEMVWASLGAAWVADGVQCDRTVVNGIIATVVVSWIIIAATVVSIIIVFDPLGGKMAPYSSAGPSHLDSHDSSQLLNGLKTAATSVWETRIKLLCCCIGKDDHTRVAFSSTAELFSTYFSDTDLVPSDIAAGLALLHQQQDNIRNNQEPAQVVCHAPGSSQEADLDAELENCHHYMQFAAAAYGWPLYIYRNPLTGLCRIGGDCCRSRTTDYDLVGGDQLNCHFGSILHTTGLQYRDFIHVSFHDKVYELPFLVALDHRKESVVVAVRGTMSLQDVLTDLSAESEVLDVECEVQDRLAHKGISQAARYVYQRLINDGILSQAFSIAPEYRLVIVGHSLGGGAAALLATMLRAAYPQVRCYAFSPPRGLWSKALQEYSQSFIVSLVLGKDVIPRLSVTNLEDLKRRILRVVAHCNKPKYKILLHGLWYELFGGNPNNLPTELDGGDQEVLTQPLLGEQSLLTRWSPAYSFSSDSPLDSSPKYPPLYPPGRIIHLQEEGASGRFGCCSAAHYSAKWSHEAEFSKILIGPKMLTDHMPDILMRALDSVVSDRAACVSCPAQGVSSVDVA
Pemphigus Ab inh: inhibitors of pemphigus antibody binding to DSG3, primary screen, biochemical, bead-based, flow cytometry, scFv-GFP | 310,000 compounds, 0.48% hits | binding (percent of control), % at 10 µM | DSG3-coupled beads, scFv-anti-DSG3-GFP binding; stronger effect = lower value | Desmoglein-3 (Homo sapiens), P32926;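 active means binding more than 3 SD below its plate's average and above zero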; further: some compounds called inactive have numbers as strong as hits
Starred values were filed as active, the others as inactive; . = not tested or not shown; & = joins results of further samples. These rows are one share of the data; count on the stated rates, not on these rows.

LANA DNA inh	Cardiac RTF inh	NSD2 HMT inh	Keap1 Nrf2 FP	V-ATPase pH	CAL PDZ FP-1	Arr AP2 block	CAL PDZ FP-2	DAGLB inh	Pemphigus Ab inh	SMILES
4.0	-3	1	-2	1	-0.9	5	1	0	102	O=C(CC(C(=O)O)c1cccc(Cl)c1)c1ccccc1 (stereo not given)
1.0	-7	7	0	2	-0.7	0	-2	2	101	NC(=O)c1sc2nc3c(c(-c4ccc(Cl)cc4)c2c1N)CCCC3
.	.	0	.	2	.	11	.	.	107	COc1ccccc1Oc1ccc(NC(=O)Cc2ccccc2)cc1
4.9	-2	-1	-4	-4	-2.8	20	-3	2	.	CN(C)S(=O)(=O)c1cccc(NC(=O)CCc2nc3sc4c(c3c(=O)[nH]2)CCCC4)c1
-0.7	-23	.	-3	1	-1.4	-4	-3	0	96	CCCn1c(N)c(C(=S)NC(=O)C2CC2)c(=O)n(C)c1=O
1.3	-1	11	-2	-3	-0.2	6	-2	0	.	CN(C)c1cccc(C(=O)N/N=C/c2ccoc2)c1
-1.3	-7	5	-6	-2	-0.6	3	-1	-5	100	O=S(=O)(c1ccc(F)cc1)N1CCC(O)(c2ccc3c(c2)OCO3)CC1
-1.6	-17	-2	-1	-1	-1.1	-1	-8	-2	102	COCCn1c(-c2cc(OC)c(OC)c(OC)c2)nc2oc3ccccc3c(=O)c2c1=O
1.6	-5	.	4	1	0.0	9	.	2	106	CN1CCN(C(=O)C(Cc2ccccc2)NS(=O)(=O)c2ccc3c(c2)CCC(=O)N3)CC1 (stereo not given)
0.7	-12	-2	4	2	-1.8	-5	-3	-1	103	Cc1ccc(NC(=O)CSCC(=O)Nc2cc(C(F)(F)F)ccc2N2CCOCC2)cc1
0.4	-11	8	-1	-5	-1.7	-6	-1	3	122	Fc1ccccc1N1CCN(C2CCN(Cc3c[nH]c4ccccc34)CC2)CC1
1.6	-8	0	-4	0	-1.6	0	0	-1	82	COc1ccccc1CNC(=O)COC(=O)Cc1ccc(Cl)cc1
6.7	-7	0	5	1	-0.1	-18	7	2	98	COc1ccc(C(=O)N/N=C2\CCc3ccccc32)cc1OC
-1.1	2	4	-7	-2	-1.5	2	-5	-1	103	CCOC(=O)c1cnn(-c2ncnc3c2oc2ccccc23)c1N
-2.2	3	8	2	1	-1.6	19	-4	-2	.	CCOC(=O)C1CCCN(Cc2cc(=O)oc3cc(C)ccc23)C1 (stereo not given)
-0.9	1	-4&6	-2	0	-3.0	-6	15	8	102	N#CC(=C=[N-])c1nc2ccccc2nc1-[n+]1cccc(NC(=O)c2ccccc2)c1

2 records drawn at random from the list so far, as already listed:
LANA DNA inh	Cardiac RTF inh	NSD2 HMT inh	Keap1 Nrf2 FP	V-ATPase pH	CAL PDZ FP-1	Arr AP2 block	CAL PDZ FP-2	DAGLB inh	Pemphigus Ab inh	SMILES
6.7	-7	0	5	1	-0.1	-18	7	2	98	COc1ccc(C(=O)N/N=C2\CCc3ccccc32)cc1OC
0.7	-12	-2	4	2	-1.8	-5	-3	-1	103	Cc1ccc(NC(=O)CSCC(=O)Nc2cc(C(F)(F)F)ccc2N2CCOCC2)cc1

The list continues:
LANA DNA inh	Cardiac RTF inh	NSD2 HMT inh	Keap1 Nrf2 FP	V-ATPase pH	CAL PDZ FP-1	Arr AP2 block	CAL PDZ FP-2	DAGLB inh	Pemphigus Ab inh	SMILES
-0.7	5	6	-5	8	-3.0	4	-3	-3	82	S=C(c1ccc(-c2cccc(Cl)c2)o1)N1CCOCC1
0.9	-2	-8	-6	1	-0.4	5	-6	0	101	COc1ccccc1N1C(=O)CC(Sc2ncccc2C(=O)O)C1=O (stereo not given)
0.2	-1	.	0	4	0.2	17	.	0	100	O=C(NCc1ccccc1)c1cc(-c2cccc(O)c2)on1
1.1	-9	-1	-4	-2	0.8	5	-3	1	99	Cc1cc(C)cc(NC(=O)Nc2ccc(NC(=O)c3ccccc3O)cc2)c1
0.9	-2	19	-3	4	-1.0	17	0	-3	102	COCCN(C(=O)CSCC(=O)Nc1ccc(C)cc1)c1c(N)n(CC(C)C)c(=O)[nH]c1=O
1.9	-2	-1	-3	-1	-1.0	-14	5	0	103	CN(CC(=O)Nc1c(Cl)cccc1Cl)C(=O)C1CSC2(C)CCC(=O)N12 (stereo not given)
0.0	-10	.	-3	-7	-2.8	-7	1	-4	108	Cc1onc(-c2ccccc2)c1-c1nc2ccccc2c(=O)o1
-2.2	.	0	6	-1	-0.4	-6	-15	.	98	COC(=O)c1sccc1NC(=O)c1cccs1
0.9	-18	-2	2	0	-2.1	12	-2	1	.	Cc1ccc2cc(/C=N/NC(=O)[C@H](C)NC(=O)OC(C)(C)C)c(Cl)nc2c1
-1.5	7	-2	-1	-1	0.6	-8	-1	-1	107	CN(C)S(=O)(=O)c1cc(NC(=O)CN2CCNC(=O)C2)ccc1Cl
-0.3	-6	0	6	-1	-1.0	-1	2	0	115	CC1(C)CC(NC(=O)COc2ccc(Br)cc2Cl)CC(C)(C)N1
0.4	-8	0	6	-2	-0.8	18	.	0	100	CCOC(=O)N1CCC(Nc2c(NCCCOC)c(=O)c2=O)CC1
-0.1	1	-1	-1	0	-2.7	-12	0	2	96	CCN(CC(=O)Nc1ccccc1C(F)(F)F)C(=O)c1ccc(=O)n(Cc2ccccc2)n1
0.5	-9	-1	-2	0	0.2	4	.	-3	102	O=S(=O)(c1ccc(-c2ccccc2)cc1)N1CCOCC1
-2.9	-3	-1	-3	-3	-2.9	4	-4	0	94	COc1ccccc1NS(=O)(=O)c1cccc(C(=O)NCc2ccncc2)c1
0.0	-2	-1	-3	0	-1.0	-8	0	-2	107	COc1cc(Cl)c(C)cc1NC(=O)COC(=O)c1cnc(C)cn1
-1.6	-6	-3	2	-2	-3.4	5	5	2	100	Cc1ccc(-c2ccc(=O)n(CC(=O)Nc3ccc4c(c3)OCCO4)n2)cc1
1.0	0	-7	2	3	0.0	-2	-2	-2	114	COc1ccc(N(C(=O)c2ccco2)C(C(=O)NC2CCCC2)c2ccc(OC)c(OC)c2)cc1 (stereo not given)
-1.1	-5	10	0	0	-1.7	32	-5	-1	97	COc1ccc2cc(C(=O)C3CCCN(Cc4cnc(C)s4)C3)ccc2c1 (stereo not given)
-2.3	4	3	3	0	-1.6	29	-2	-1	94	O=[N+]([O-])c1cccc(/C=N/Nc2ccccn2)c1
-0.1	-12	-1	0	0	-0.7	4	-5	-1	104	Cc1sc2nc(SCC(=O)N3CCN(CCO)CC3)n(-c3ccccc3)c(=O)c2c1C
.	.	-3	.	-2	.	.	.	2	99	O=C(CCCCC(=O)NN=Cc1ccc2c(c1)CCC2)NN=Cc1ccc2c(c1)CCC2
-1.1	2	.	-5	1	-1.8	.	2	-7	106	C=CCC[C@H](Cc1ccc(F)cc1)C(=O)OC[C@@H](NC(=O)[C@@H](CC=C)CC(=O)N[C@@H](CO)Cc1ccccc1)C(C)(C)C
-3.4	-6	22	0	0	-2.4	4	-3	5	102	O=C(Nc1ccc(S(=O)(=O)Nc2cnc3ccccc3n2)cc1)c1cccc(OC(F)F)c1
0.7	-9	-1	3	-4	0.5	8	.	0	98	CCN(c1ccccc1)S(=O)(=O)c1cccc(C(=O)N(C)CC(=O)Nc2ccc(F)c(F)c2F)c1
-1.6	-4	-1	-9	-2	-20	18	1	-5	102	CN(CC(=O)Nc1ccc(Cl)c(Cl)c1)C(=O)/C=C/c1ccc(F)cc1
-1.3	-4	-2	0	1	.	30	-4	-15	101	CCC(=O)NC(=S)Nc1cccc(Cl)c1N1CCCCC1
2.4	3	.	-9	-4	0.1	5	2	1	114	CCC(COC)Oc1cc(NCc2ccccc2)c2ncn(C(C)C)c2c1 (stereo not given)
-7.3	-2	-5	2	0	0.7	-6	-8	1	98	Cc1cccc(N2CCN(C(=O)CN3C(=O)NC(C)(C)C3=O)CC2)c1C
-0.5	9	4	4	4	-1.1	45	9	1	96	O=C(CN(Cc1ccco1)C(=O)CCC(=O)Nc1ccccn1)NCc1ccccc1
0.9	-7	2	2	-3	-1.6	3	-2	-2	101	COc1ccccc1-n1cnc2c(c1=O)c1nc3ccccc3nc1n2-c1ccc(C)cc1
-4.0	7	.	-13	5	-0.5	-2	-5	-1	116	Cc1cc(C)cc(-n2nnc(C(=O)NCc3ccc4c(c3)OCO4)c2N)c1
0.8	-12	.	-5	4	-1.2	27	-3	3	93	O=C1NC(=S)N/C1=C\c1ccc(Oc2ccc(C(F)(F)F)cc2[N+](=O)[O-])c(Cl)c1
-0.5	3	7	2	-1	-1.1	-8	-3	7	90	COc1ccc2c(c1)C(=NNc1ccc(C(=O)O)cc1)c1cc(OC)ccc1-2
2.5	-10	.	-7	1	-0.3	3	-1	3	109	CNC[C@H]1Oc2c(NC(=O)C3CC3)cccc2C(=O)N([C@H](C)CO)C[C@@H]1C
